V1aR counter: agonists of human V1a receptor, primary screen, counter-screen for OXTR agonist project, fluorescence, CHO-V1R cells; Vasopressin V1a receptor (Homo sapiens), P37288; Fluo-8 calcium fluorescence, agonist mode; 0% DMSO, 100% 3 nM vasopressin; activation, % at 3 µM; 320,000 tested, 0.25% active;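 active = activation above the mean activation of all tested compounds plus 3 SD, per screening run, cut at about 20% in these data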;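 also: signal is peak over basal fluorescence ratio across a 100 second FLIPR read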
GPR7 antag: GPR7 receptor antagonists, primary screen, cell-based, fluorescence, single concentration; Neuropeptides B/W receptor type 1 (Homo sapiens), P48145; GPR7-expressing cells, fluorescence antagonist assay; inhibition, % at 4.4 µM; 290,000 tested, 1.1% active; AID 1861, 2009; in the data active = inhibition above about 16%, passing the limit was not always enough;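 also: cells stimulated with the agonist NPW; 0% = agonist with vehicle and 100% = vehicle without agonist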
PHOSPHO1 inh: PubChem AID 1565. inhibition, % at 13.3 µM. 290,000 tested, 1.1% active. Phosphoethanolamine/phosphocholine phosphatase (Homo sapiens), Q8TCT1. recombinant PHOSPHO1, absorbance phosphatase assay; in the data active = inhibition above about 60%
Target sequence (Q8TCT1 whole entry, looked up): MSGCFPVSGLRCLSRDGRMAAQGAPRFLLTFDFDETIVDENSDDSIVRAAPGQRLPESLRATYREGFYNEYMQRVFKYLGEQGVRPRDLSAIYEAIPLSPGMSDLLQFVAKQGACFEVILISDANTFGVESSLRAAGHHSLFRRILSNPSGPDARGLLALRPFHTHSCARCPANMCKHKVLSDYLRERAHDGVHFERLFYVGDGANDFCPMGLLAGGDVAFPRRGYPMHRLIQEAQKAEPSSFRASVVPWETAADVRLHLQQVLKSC
HCV NS3 hel inh: inhibitors of HCV NS3 helicase, primary screen, biochemical, Cy5 molecular beacon fluorescence; 290,000 tested, 0.56% active; NS3 helicase DNA unwinding; Hepatitis C virus NS3 helicase; inhibition, % at 10.9 µM;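 active = inhibition above the mean of all tested compounds plus 3 SD, set per campaign, cut at about 35% in these data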;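 also: 0% = DMSO wells and 100% = thioflavine S control wells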
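System: NS3 helicase fragment of HCV / Schedule: 1 h at 25 °C / Control set: DMSO alone as 0% and 110 µM thioflavine S as 100% / Reagent: Cy5/quencher beacon DNA duplex and ATP to start / Technique: Cy5 fluorescence / Replication: singlicate / Evaluation: % inhibition of end-to-start signal ratio versus controls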
FID counter: compounds displacing fluorescent DNA intercalator, primary screen, artefact control for HCV NS3 helicase inhibitor project, biochemical, FID fluorescence; inhibition, % at 7.9 µM; 290,000 tested, 0.17% active; DNA fluorescent intercalator displacement; in the data active = inhibition above about 37%;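 also: 0% = vehicle and 100% = reference compound; higher means more ethidium bromide displaced from hairpin DNA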
GalR3 antagonist: GalR3 antagonists in HEK293 cells, primary screen, cell-based, fluorescence readout. Galanin receptor type 3 (Homo sapiens), O60755. HEK293 GalR3-CNG cAMP membrane potential fluorescence; galR3 body fused to GalR1 C-terminus. inhibition, % at 3 µM. 360,000 tested, 0.44% active;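 active = inhibition above the screen-wide average plus 3 SD, cut at about 13% in these data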;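 also: forskolin and galanin both at EC90 stimulate the cells; cAMP rise reported by CNG channel membrane potential dye signal; 0% = forskolin plus galanin with DMSO and 100% = forskolin alone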
Target sequence (O60755 1-299 limits assumed): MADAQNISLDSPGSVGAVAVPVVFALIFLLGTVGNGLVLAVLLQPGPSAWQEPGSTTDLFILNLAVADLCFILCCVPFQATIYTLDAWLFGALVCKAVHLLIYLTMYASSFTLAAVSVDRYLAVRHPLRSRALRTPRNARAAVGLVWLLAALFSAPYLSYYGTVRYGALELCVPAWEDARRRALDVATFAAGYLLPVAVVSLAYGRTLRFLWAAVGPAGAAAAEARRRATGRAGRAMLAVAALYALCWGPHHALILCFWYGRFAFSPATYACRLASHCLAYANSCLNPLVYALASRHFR
VIM-2 inh: VIM-2 metallo-beta-lactamase inhibitors, primary screen, biochemical, epi-absorbance readout, Pseudomonas aeruginosa enzyme | purified VIM-2, nitrocefin hydrolysis, epi-absorbance fluorescence | inhibition, % at 5.6 µM | 290,000 tested, 0.89% active;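 active = inhibition above the mean of all tested compounds plus 3 SD, cutoff set per screening run, cut at about 7.5% in these data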;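 also: red hydrolysis product quenches plate fluorescence so inhibitors raise well fluorescence; 0% = enzyme with DMSO and 100% = DMSO without enzyme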
OXTR agonist: human OXTR agonists, primary screen, fluorescence, CHO-OTR cells, Fluo-8 calcium. Oxytocin receptor (Homo sapiens), P30559. Fluo-8 calcium fluorescence; normalized: DMSO 0%, oxytocin 100%. activation, % at 3 µM. 320,000 tested, 0.32% active. AID 2435, 2010;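 active = activation above the mean of all tested compounds plus 3 SD, cutoff set per screening run, cut at about 20% in these data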;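 also: peak over basal fluorescence ratio from a 100 s FLIPR kinetic read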
Target sequence (P30559 whole entry, looked up): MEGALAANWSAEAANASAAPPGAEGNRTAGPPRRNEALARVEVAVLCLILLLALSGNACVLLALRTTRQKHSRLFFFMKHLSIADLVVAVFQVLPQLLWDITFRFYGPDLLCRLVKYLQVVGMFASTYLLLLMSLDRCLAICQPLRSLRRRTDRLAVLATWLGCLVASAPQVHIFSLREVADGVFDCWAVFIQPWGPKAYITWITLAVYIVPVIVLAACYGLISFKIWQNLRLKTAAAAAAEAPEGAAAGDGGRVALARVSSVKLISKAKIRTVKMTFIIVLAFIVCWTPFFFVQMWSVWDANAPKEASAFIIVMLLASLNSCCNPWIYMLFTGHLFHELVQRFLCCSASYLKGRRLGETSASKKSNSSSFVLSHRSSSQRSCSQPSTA
IMP-1 inh: IMP-1 metallo-beta-lactamase inhibitors, primary screen, biochemical, epi-absorbance readout, Pseudomonas aeruginosa enzyme; metallo-beta-lactamase IMP-1 (Pseudomonas aeruginosa); purified IMP-1, nitrocefin hydrolysis, epi-absorbance fluorescence; inhibition, % at 5.6 µM; 290,000 tested, 0.45% active; AID 1556, 2009;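 active = inhibition above the mean plus 3 SD of all compounds in the same screening run, cut at about 4.5% in these data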;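 also: 0% = IMP-1 with DMSO and 100% = DMSO wells lacking enzyme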
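system = purified recombinant IMP-1 beta-lactamase | amount = 0.2 nM IMP-1, as dispensed | medium = HEPES buffer pH 7.1 with ZnSO4 and Brij 35 | times = 25 °C, 15 min preincubation, 25 min reaction | detection = plate fluorescence quenching by hydrolysis product, ex 480/em 530 nm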
Active calls of the source: *; nt = not tested or not shown.

SMILES	V1aR counter	GPR7 antag	PHOSPHO1 inh	HCV NS3 hel inh	FID counter	GalR3 antagonist	VIM-2 inh	OXTR agonist	IMP-1 inh
NC(=S)NNC(=O)c1cccc(Br)c1	0.2	-5	-31	-4	-7	nt	-4.6	1.0	-3.2
O=C(Nc1ccc(Cl)cc1)Nc1nnc(CSCc2ccccc2Cl)s1	0.1	-6	2	5	0	-3	-0.6	0.0	-3.0
O=c1c2ccccc2nc2n1CC/C2=C\c1ccccc1[N+](=O)[O-]	nt	6	26	15	1	nt	1.4	nt	0.7
CCOC(=O)c1c(C)[nH]c(-c2csc(N)n2)c1C	nt	0	-16	2	-8	1	-2.8	nt	-0.9
COc1cccc(/C=C/C(=O)OCC(=O)Nc2ccc(Cl)cn2)c1	0.2	-8	32	8	-6	nt	1.2	0.2	0.3
O=c1c2cccnc2n(-c2ccccc2)n1Cc1c(Cl)cccc1Cl	2.1	-4	41	-3	-8	-1	2.4	1.0	0.4
CN(C)c1nc(N/N=C\c2ccc(Cl)c([N+](=O)[O-])c2)nc(Nc2ccc(F)cc2)n1	-1.3	-7	nt	-15	0	-2	-5.2	-1.5	-8.8
Nc1nc2c(nc(SCc3ccccc3Br)n2C2OC(CO)C(O)C2O)c(=O)[nH]1 (stereo unspecified)	-0.8	-5	-2	-28	-5	-5	-6.2	-0.6	-3.3
Fc1ccc(N/N=C2/CCSc3sccc32)c(F)c1	-1.2	-6	3	-2	-4	-4	-0.6	-0.4	0.3
CCCc1cc(C(=O)Cc2ccccn2)c(O)cc1O	1.5	3	5	-11	-13	-7	-2.4	1.8	-2.6
O=C(CSc1ccccn1)Nc1ccc(NC(=O)CSc2ccccn2)cc1	0.5	9	6	0	-3	2	-0.8	-0.8	-4.4
COc1cc(C(=O)NC2CCN(Cc3nnnn3Cc3ccc(F)cc3)CC2)cc(OC)c1OC	0.3	-7	16	1	-33	-2	0.6	-0.2	-1.6
Cc1ccc(Sc2cnc(N)nc2C)cc1	0.4	-13	48	-6	-2	-6	-0.1	0.9	-2.6
COc1ccc(OC)c(-c2nc(C(=O)NCCCN3CCOCC3)cc3c2[nH]c2ccccc23)c1	-0.3	7	23	-92	11	-9	-1.1	2.0	-2.9
CCOC(=O)C1C(=O)C=C(c2ccc(NS(C)(=O)=O)cc2)CC1c1ccco1 (stereo unspecified)	2.3	-3	26	8	-18	-8	-4.0	1.7	0.1
CCCc1cc(=O)[nH]c(N2CCN(Cc3ccc4c(c3)OCO4)CC2)n1	nt	-17	nt	-7	-22	-10	0.9	nt	-2.1
CCCCn1c(=O)c(-[n+]2ccccc2)c([O-])c2ccccc21	0.5	-1	15	15	-1	3	1.4	0.4	-2.9
C=CCNC(=S)/N=c1/scc(C)n1C	-0.1	-12	-5	3	-2	-2	1.1	-0.8	-1.3
Cc1c(S(=O)(=O)c2ccccn2)c(N)n(Cc2cccc(Cl)c2)c1C	nt	-10	17	-14	-1	-2	-0.3	nt	-2.2
COC(=O)C(NNc1ccccc1)(NC(=O)c1cccc(F)c1)C(F)(F)F (stereo unspecified)	-0.5	-3	99*	-2	-2	-3	-1.4	-1.6	-2.7

Some of these compounds in order of molar mass, high to low:
SMILES	V1aR counter	GPR7 antag	PHOSPHO1 inh	HCV NS3 hel inh	FID counter	GalR3 antagonist	VIM-2 inh	OXTR agonist	IMP-1 inh
O=C(CSc1ccccn1)Nc1ccc(NC(=O)CSc2ccccn2)cc1	0.5	9	6	0	-3	2	-0.8	-0.8	-4.4
COc1cccc(/C=C/C(=O)OCC(=O)Nc2ccc(Cl)cn2)c1	0.2	-8	32	8	-6	nt	1.2	0.2	0.3
O=c1c2ccccc2nc2n1CC/C2=C\c1ccccc1[N+](=O)[O-]	nt	6	26	15	1	nt	1.4	nt	0.7
C=CCNC(=S)/N=c1/scc(C)n1C	-0.1	-12	-5	3	-2	-2	1.1	-0.8	-1.3

With a hit mark in PHOSPHO1 inh, of those listed so far:
compound | GPR7 antag | PHOSPHO1 inh | HCV NS3 hel inh | GalR3 antagonist | VIM-2 inh | IMP-1 inh
COC(=O)C(NNc1ccccc1)(NC(=O)c1cccc(F)c1)C(F)(F)F (stereo unspecified) | -3 | 99* | -2 | -3 | -1.4 | -2.7

Carrying on.
SMILES	V1aR counter	GPR7 antag	PHOSPHO1 inh	HCV NS3 hel inh	FID counter	GalR3 antagonist	VIM-2 inh	OXTR agonist	IMP-1 inh
O=C(O)C(Cc1c[nH]c2ccccc12)NS(=O)(=O)c1ccc2ccccc2c1 (stereo unspecified)	0.6	1	-2	14	-31	0	-4.3	0.1	-1.7
CN1CCN(c2ccc(NC(=S)NC(=O)/C=C/c3ccco3)cc2)CC1	1.5	0	2	-54	13	-10	50*	1.7	1.2
C=CCNC(=O)/C(C#N)=C/c1c(C)nn(-c2ccc(Cl)cc2)c1Cl	-1.0	-3	3	14	-8	-3	-4.2	-1.9	-4.6
O=C(O)C(Cc1c[nH]c2ccccc12)NS(=O)(=O)c1cccc2nsnc12 (stereo unspecified)	-0.5	2	-1	-4	0	-2	-0.6	0.0	-1.9
O=C(O)c1ccc(N/N=C/c2ccc(-c3ccccc3)cc2)cc1	nt	2	36	7	-27	-4	-1.9	nt	-2.2
COc1cc(C(=O)NCc2ccccn2)ccc1OCc1c(C)noc1C	0.4	-3	9	3	-8	5	-3.5	0.9	-3.1
COc1ccc(NC(=O)CC2C(=O)N(c3ccccc3)C(=O)N2Cc2ccco2)cc1 (stereo unspecified)	-0.7	10	-5	2	8	6	2.0	0.7	-0.8
CCOc1ccc2ccccc2c1/C=N/NC(=O)CC1(C)OCCCO1	-1.1	4	-4	-3	-22	-2	-1.3	0.3	-3.9
CC(C)=NOCC(=O)Nn1c(COc2ccccc2)nc2ccccc2c1=O	0.0	-10	24	-3	-10	-6	-5.7	-0.6	-3.8
CN1CCCN(c2ncnc3scc(-c4ccc(F)cc4)c23)CC1	0.2	-1	16	-1	5	-2	-2.0	1.6	-1.5
O=c1c2ccccc2nc(SCc2cn3ccsc3n2)n1-c1ccccc1F	3.1	-9	-40	-11	-17	0	-3.1	2.0	1.0
CCCCOCCCNC(=O)c1ccc(OCC)cc1	-0.6	-6	-2	-3	-16	0	-2.6	-2.2	-6.8
CC(C)c1ccc(N(C(=O)c2csnn2)C(C(=O)NC(C)(C)C)c2ccncc2)cc1 (stereo unspecified)	-0.1	11	31	5	-28	-2	0.2	-1.2	-0.4
COC(=O)c1c(NC(=O)COc2ccc(Cl)cc2)sc2c1CC(C)(C)NC2(C)C	2.8	9	18	-82	26	-3	0.1	1.1	-0.5
CCCn1c(C)cc(/C=C(\C#N)C(=O)OCC(=O)NC(=O)NC(C)(C)C)c1C	1.8	8	3	-3	-11	-2	-6.8	-1.0	-2.3
O=C(NN1CCOCC1)c1ccc(Cl)c(Cl)c1	0.0	-16	10	0	-3	-5	-1.8	0.4	-1.2
COc1ccc(-n2cccc2/C=C2\C(=N)N3N=C(C(C)C)SC3=NC2=O)cc1	3.1	-9	44	25	-30	-4	-1.5	-2.6	-2.1
COCCNC(=S)Nc1ccc(N2CCCCC2)cc1	0.0	-6	20	8	-1	1	0.2	0.5	-2.1
COc1ccccc1/C=C/C(=O)NCC(=O)N/N=C/c1cc(Br)ccc1OC	0.9	4	7	-3	-15	-5	-4.1	-1.2	-0.3
COc1ccc(C2Cc3ccccc3C(=O)O2)cc1 (stereo unspecified)	-0.4	-1	1	15	-4	-9	-4.1	-2.0	-2.9
CSc1cccc(NC(=O)Cc2ccccc2[N+](=O)[O-])c1	0.2	27*	30	-9	-1	-1	1.2	-2.0	-0.9
O=C(CNCCc1ccccc1)N1CCc2ccccc2C1	-0.4	-11	-15	-7	8	-3	0.3	-0.1	-0.8
CC(=O)c1cccc(NC(=O)CN(c2ccc(C)cc2)S(=O)(=O)c2cccc3nonc23)c1	0.4	-7	11	-6	-9	2	-1.7	-1.2	-1.1
Cc1ccc2nc(N(CCCN(C)C)C(=O)c3sc4ccccc4c3Cl)sc2c1	1.2	-5	-6	-19	1	-7	-0.9	3.8	-0.6
CCOC(=O)c1c(NC(=O)CN(CC)CC)sc2c1CCC2	-1.0	-9	30	0	-7	-2	-4.2	-1.8	-1.1
COC(=O)COc1nc(C)c(Br)c(OC)n1	0.5	-11	0	-3	0	-1	-1.8	-0.9	3.1
CCOc1ccc(-n2cnc3sc(C)c(C)c3c2=O)cc1	-0.9	-17	30	-10	-17	-9	0.7	-2.5	0.1
Cc1ccccc1C(=O)NNC(=O)c1cccc([N+](=O)[O-])c1	0.2	2	28	-1	-5	-2	-1.8	0.2	-1.1
O=C(C1CCN(C2CCN(Cc3ccc4c(c3)CCO4)CC2)CC1)N1CCOCC1	-0.1	-17	40	6	8	-4	1.8	0.1	0.4
CCOC(=O)C1CCN(CC(C)(C)NS(=O)(=O)c2ccc(Cl)cc2)CC1	2.0	1	19	10	1	-11	-2.5	2.2	-3.5
O=c1c2ccccc2nc2n1CCO2	1.5	10	23	2	-3	-5	-2.1	0.3	-2.5
CN(C(=O)C1CCC(=O)N(Cc2cccc(F)c2)C1)C1CCCCC1 (stereo unspecified)	0.1	-4	33	-1	-21	0	-2.3	0.4	-1.4
O=C(O)CCN(CCC(=O)O)S(=O)(=O)c1ccccc1	-1.1	-1	3	-1	1	-2	-1.8	0.2	-4.6
O=C(OC(C(=O)NCC1CCCO1)c1ccccc1F)c1ccco1 (stereo unspecified)	1.7	-10	20	3	4	-2	-3.3	-0.6	-1.4
COc1ccc(CCN2CC(C(=O)NCCN3CCCC3=O)CCC2=O)cc1 (stereo unspecified)	1.1	0	38	0	-5	-1	-1.2	0.3	-2.8
COc1ccc(/C=N/NC(=O)C(=O)N2CCCCCC2)cc1O	0.5	-3	-1	8	-11	2	-1.2	2.3	-5.1
Cc1ccc(C(=O)C2CCN(S(=O)(=O)c3ccccc3C(=O)O)CC2)cc1	nt	-12	27	4	-27	-8	-4.0	nt	-3.0

Compound activity deposited in PubChem BioAssay by several laboratories.
